HRas wt GTP: changes GTP binding to wildtype human HRas. P01112. GST-Ras wt beads, Bodipy-FL-GTP binding, flow cytometry; actives lie on both sides. GTP binding activity, % at 10 µM. 0.14% of 190,000 active;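 active means GTP binding activity at least 20% away from the 100% baseline, either lowered as inhibitor or raised as activator; inconclusive means flagged as likely green fluorescent, judged across all proteins in the well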;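 further: 0% = unlabeled GTP competition control and 100% = no-compound control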
Target sequence (P01112 whole entry, looked up): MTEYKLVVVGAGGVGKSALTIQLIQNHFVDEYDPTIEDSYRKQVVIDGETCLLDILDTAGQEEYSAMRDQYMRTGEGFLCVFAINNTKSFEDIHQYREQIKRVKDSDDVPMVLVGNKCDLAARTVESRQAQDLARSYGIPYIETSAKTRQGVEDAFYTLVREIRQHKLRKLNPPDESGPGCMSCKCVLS
Rab7 wt modul: modulators of GTP binding to dog Rab7 wildtype GTPase; GST-Rab7 beads, fluorescent GTP binding, flow cytometry; actives lie on both sides; untreated = 100%, excess cold GTP = 0%; GTP binding activity (percent of control), % at 10 µM; 0.055% of 190,000 active; AID 758;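 active means fluorescent GTP binding to Rab7 beads changed by at least 20 points from the 100% baseline, either direction, mostly lower; inconclusive means compound itself probably fluorescent, or too few beads counted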;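 further: median green fluorescence of bound Bodipy-FL-GTP per Rab7 bead population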
Rac1 mut GTP: human Rac1 activated mutant GTP binding change; P63000; GST-Rac1 activated beads, fluorescent GTP binding, flow cytometry; actives lie on both sides; 100% means binding = to untreated wells; percent activity (GTP binding), % at 10 µM; 0.11% of 190,000 active;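 active means GTP binding at least 20 percentage points away from the 100% baseline, in either direction, so actives lie on both sides; inconclusive means Compound likely fluorescent itself, or too few beads counted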
Cdc42 wt GTP: modulators (inhibitors or activators) of GTP binding to human Cdc42 wildtype; P60953; GST-Cdc42 beads, Bodipy-GTP binding, flow cytometry; actives lie on both sides; percent activity (GTP binding), % at 10 µM; 0.2% of 190,000 active; AID 761;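 active means percent activity GTP binding at least 20 points away from the 100% baseline, either down as inhibitor or up as activator; inconclusive means compound flagged as likely green fluorescent from well-wide comparison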;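 further: median bead fluorescence of bound Bodipy-FL-GTP at 100 nM; 0% = excess unlabeled GTP control and 100% = no compound control; below 100% means less GTP binding so inhibitor and above means activator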
Target sequence (P60953 whole entry, looked up): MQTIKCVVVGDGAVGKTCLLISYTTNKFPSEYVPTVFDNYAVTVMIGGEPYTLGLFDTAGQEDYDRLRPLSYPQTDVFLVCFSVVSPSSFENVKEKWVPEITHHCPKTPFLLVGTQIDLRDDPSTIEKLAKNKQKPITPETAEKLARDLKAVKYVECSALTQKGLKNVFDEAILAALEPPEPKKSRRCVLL
GSH bead fluor: GSH bead compound fluorescence profile | 0.25% of 190,000 active | fluorescence (KMESF) at 10 µM | AID 1776 | GSH beads flow cytometry, compound fluorescence 488/530 nm; hits give high values; in the data active means fluorescence above about 89;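 further: glutathione beads carrying GST-tagged Bcl family fusion proteins plus one bare bead set; values are compound well signal with DMSO vehicle wells as background; inactives centre near 16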
Pf gamet viab: kills late stage P. falciparum gametocytes; P. falciparum stage V gametocytes, ATP luminescence, 24 h; inhibition, % at 10.9 µM; 0.065% of 150,000 active;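 active means inhibition above the mean plus 3 SD of compounds within the control limits, set per campaign, cut at about 38% in these data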;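 further: 0% = DMSO wells and 100% = medium only without gametocytes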
Avidin fluor: compound fluoresces at 488/530 nm on avidin beads | compound fluorescence 488/530 nm, flow cytometry; hits give high values | fluorescence (KMESF) at 10 µM | 0.38% of 220,000 active; in the data active means fluorescence above about 47; further: inactives centre near 10
Rab2 wt GTP: changes GTP binding to wildtype dog Rab2A, up or down; P61105; GST-Rab2 wt beads, Bodipy-GTP binding, flow cytometry; GTP binding activity, % at 10 µM; 0.19% of 190,000 active; AID 760;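 active means GTP binding activity at least 20 points away from 100%, either lowered or raised; inconclusive means signal likely due to the compound's own green fluorescence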;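 further: 0% = beads with excess unlabeled GTP and 100% = no-compound control corrected for plate trend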
Mcl1 Bid PPI: Mcl-1/Bid interaction inhibition. inhibition, % at 21.7 µM. TR-FRET Mcl-1/Bid-Dy647 peptide binding, 1536-well. Q07820. AID 1021. 0.97% of 220,000 active;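 active means compounds that cut the binding signal by more than half at the single screening dose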;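 further: His-tagged Mcl-1 with europium anti-His antibody binding Bid BH3 peptide; 0% = Mcl-1 plus peptide wells and 100% = peptide-only wells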
Target sequence (Q07820 whole entry, looked up): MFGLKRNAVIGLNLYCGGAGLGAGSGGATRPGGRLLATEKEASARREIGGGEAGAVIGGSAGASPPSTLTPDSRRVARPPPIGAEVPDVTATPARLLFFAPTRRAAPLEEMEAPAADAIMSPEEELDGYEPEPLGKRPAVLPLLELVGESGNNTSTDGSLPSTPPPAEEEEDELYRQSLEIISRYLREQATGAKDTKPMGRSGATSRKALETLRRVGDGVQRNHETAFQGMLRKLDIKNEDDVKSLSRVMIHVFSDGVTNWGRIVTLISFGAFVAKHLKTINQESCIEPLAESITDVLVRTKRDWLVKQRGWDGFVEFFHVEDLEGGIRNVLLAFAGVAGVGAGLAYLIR
Mcl1-Noxa inh: disrupts binding of human Mcl-1 to Noxa peptide; inhibition, % at 21.7 µM; Q07820; TR-FRET Mcl-1/Noxa peptide binding, 2 h; 1.5% of 220,000 active; AID 1022;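 active means compounds that cut the protein-peptide binding signal by more than 50% relative to plate controls in a single-dose test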;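 further: His-tagged Mcl-1 with rhodamine Noxa BH3 peptide and terbium anti-His antibody; 0% = Mcl-1 plus Noxa peptide wells and 100% = peptide-only wells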
Rac1 wt GTP bind: human Rac1 wildtype GTP binding, inhibitors and activators; GST-Rac1 beads, fluorescent GTP binding, flow cytometry; actives lie on both sides; 0 = cold GTP competed, 100 = untreated; GTP binding activity (% of control), % at 10 µM; 0.27% of 190,000 active;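 active means GTP binding activity at least 20 points away from the 100% control level, either lower or higher; inconclusive means compound flagged as likely green fluorescent, judged across all proteins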
* marks the source's active call; other numbers are inactive results; ? = inconclusive; / = not tested or not shown.

molecule	Rac1 wt GTP bind	Avidin fluor	Rac1 mut GTP	GSH bead fluor	Mcl1-Noxa inh	Mcl1 Bid PPI	Cdc42 wt GTP	HRas wt GTP	Rab2 wt GTP	Rab7 wt modul	Pf gamet viab
Cc1nc2scc(-c3ccccc3)c2c(=O)n1N=C1C=CC(=O)C=C1	88	5	91	10	63*	-8	92	93	94	96	7
COc1ccc(OCC#CCN2CC(C)OC(C)C2)cc1 (stereo not given)	98	10	96	13	21	30	96	96	96	98	-23
Cc1ccc(S(=O)(=O)N2CCN(Cc3ccccc3C(F)(F)F)CC2)cc1	105	5	104	26	0	35	106	104	105	99	4
CC1=CC(C)(C)N(C(=O)CN2C(=O)c3ccccc3C2=O)c2ccc(C)cc21	102	14	100	11	4	-3	101	101	99	99	/
Cc1cc(NC(=O)CSc2nccn2-c2ccc(F)cc2)no1	109	12	98	29	-4	-18	106	101	99	99	-10
COc1ccc(-n2nnnc2SCC(=O)NCc2ccco2)cc1OC	95	12	94	37	23	9	97	98	95	96	-1
COc1ccc(/C=C2/CCOC2=O)cc1	96	5	93	36	-7	2	97	97	96	98	20
O=C(COc1ccccc1)Nc1nnc(-c2ccc(Cl)s2)o1	102	10	95	20	-13	-22	96	94	92	93	/
O=C(NC1CCS(=O)(=O)C1)c1cccnc1 (stereo not given)	101	10	94	17	9	-8	96	101	97	103	/
CC(C)c1cccc(C(C)C)c1NC(=O)c1ccccc1	98	8	97	10	-3	-31	96	97	98	94	5
CC(NC(=S)Nc1ccccc1C(F)(F)F)C1CC2CCC1C2 (stereo not given)	97	8	93	21	4	-29	99	100	99	108	/
O=S(=O)(N1CCOCC1)N1CCN(c2ccc(F)cc2)CC1	99	14	97	11	14	-44	101	104	102	101	-8
CNCCCOc1cccc(Oc2ccccc2)c1	96	10	94	25	18	10	94	91	97	95	0
O=C(c1cccnc1)N(c1cc2sc(=O)oc2c2ccccc12)S(=O)(=O)c1ccccc1	96	16	94	3	31	-14	92	92	92	94	-17
COc1ccc(C(=O)/C=C/Nc2c(C)n(C)n(-c3ccccc3)c2=O)c(OC)c1	90	21	94	7	9	-7	98	95	96	96	11
COc1ccc(N2CCN(C(CNC(=O)C(=O)NCc3ccncc3)c3ccco3)CC2)cc1 (stereo not given)	99	7	96	10	18	-79	97	97	98	97	-12
COc1ccc(CCNCC(=O)Nc2ccccc2C(F)(F)F)cc1	99	12	95	14	9	9	95	97	98	103	-13
CCOc1ccc2[nH]c(=O)c(CN(CCO)C(=O)c3ccc(OC)c(OC)c3)cc2c1	108	11	99	40	32	-16	96	104	101	105	-1
O=C(Nc1nc(-c2ccc(Cl)cc2)cs1)C1CCCO1 (stereo not given)	96	17	95	11	11	3	97	93	95	97	7
O=C1NCCN(C(=O)CCc2nnc(-c3ccsc3)o2)C1c1ccc(F)cc1 (stereo not given)	98	3	93	10	13	5	96	95	96	95	14
CC(C)CC(=O)NC(NC(=O)CC(C)C)c1cccc([N+](=O)[O-])c1	104	10	98	19	1	-21	102	102	101	107	14
COc1ccc(-c2c(C(C)=O)c(C)nc3sc4c(=O)[nH]nnc4c23)cc1	104	14	100	4	8	-10	101	101	99	97	7
Cc1ccccc1CSCC(=O)NC(=O)NCc1ccco1	107	6	101	261*	45	-46	109	107	103	107	/
O=C(NC1CCCCC1)N1CCCc2ccccc21	103	11	97	39	14	-18	102	98	98	96	/
COc1cccc(CNC(=O)CCn2c(=O)oc3ccccc32)c1	97	7	95	27	-9	-20	96	95	96	98	-18

(next part)
molecule	Rac1 wt GTP bind	Avidin fluor	Rac1 mut GTP	GSH bead fluor	Mcl1-Noxa inh	Mcl1 Bid PPI	Cdc42 wt GTP	HRas wt GTP	Rab2 wt GTP	Rab7 wt modul	Pf gamet viab
Cn1c(O)c(C=Nc2ccc(Br)cc2)sc1=O	95	9	97	27	4	-27	96	95	96	98	7
CC(C)C12CN3CC(C(C)C)(CN(C1)C3c1ccco1)C2=O (stereo not given)	?	38	?	12	19	-6	?	?	?	?	/
COC(=O)C1=C(C)NC(=O)NC1c1ccc(-c2ccc(F)cc2)o1 (stereo not given)	99	36	96	72	22	-13	95	93	95	93	/
O=C(NCCCCNC(=O)c1ccc(Br)s1)c1ccc(Br)s1	103	8	100	4	-19	-21	99	99	98	94	-18
O=C(O)Cn1c2c(c3ccccc31)CCCC2	100	15	96	14	7	-22	97	98	98	98	/
Cn1c(-c2sc3cc(C(F)(F)F)cnc3c2-c2cccs2)n[nH]c1=S	92	9	85	11	17	-8	87	89	88	91	/
COc1ccc(N2CCN(C(=O)Cn3nnc(-c4ccccc4N)n3)CC2)cc1	98	5	92	23	5	-18	96	95	94	99	24
O=c1c2c3n(c(=S)nc2[nH]n1-c1ccccc1)CCCCC3	97	8	94	37	17	-57	98	98	95	96	-28
CN(C)C(=O)C(=O)c1cccn1-c1ccccc1C#N	104	8	101	35	0	3	102	102	101	99	/
COc1ccc(NC(C)=O)cc1NC(=O)CN1CCN(c2ccccn2)CC1	103	10	101	23	3	-18	105	105	103	100	/
COc1ccccc1OCc1ccc(C(=O)NCCN(C)C)o1	106	15	101	10	-9	-10	102	99	102	98	/
CCOc1ccc(NC(=O)N2CCC(n3nnc4cc(C)ccc43)CC2)cc1	105	6	99	51	11	-3	102	100	100	97	6
CCn1c(CNC(=O)C(C)(C)C)nc2ccccc21	104	3	98	16	2	-25	101	100	100	93	/
c1coc(-c2nc(-c3ccncc3)no2)c1	105	20	99	16	-20	-37	103	101	100	103	7
COc1ccccc1NC(=O)C1CCCN(c2nc(C)cc(C)n2)C1 (stereo not given)	102	5	98	15	-1	3	100	101	98	97	/
CCCCCCCCCSc1n[nH]c(N)n1	99	8	98	14	9	-24	98	100	99	100	/
COc1cc(/C=N/NC(=O)Cc2ccccc2)ccc1Oc1ccc([N+](=O)[O-])cc1[N+](=O)[O-]	101	12	97	22	5	3	101	99	100	99	-8
CC(C)CCNC(=O)C(c1ccco1)N(Cc1cccs1)C(=O)Cn1nnc2ccccc21 (stereo not given)	104	9	100	29	-2	-10	101	101	101	101	/
CCOc1ccc(N2C(=O)/C(=C/c3ccco3)N(C)C2=S)cc1	106	2	102	8	10	-41	105	105	104	99	-14
CC1c2[nH]c3ccccc3c2CCN1C(=O)Nc1ccccc1 (stereo not given)	109	8	99	21	20	-17	99	101	99	96	-13
Cc1noc2c1C(c1ccc(N(C)C)cc1)C1=C(CC(C)(C)CC1=O)N2 (stereo not given)	97	8	95	5	9	-39	97	97	94	93	18
COc1ccc(/C=N/Nc2ncc(C(F)(F)F)cc2Cl)cc1OC	102	6	102	16	12	-41	99	101	100	105	16
O=C(O)CCSc1nc2ccccc2c(=O)[nH]1	104	31	96	21	-4	-4	99	100	99	101	/
O=C(c1ccc(=O)[nH]n1)N1CCN(S(=O)(=O)c2ccc3ccccc3c2)CC1	92	11	95	14	6	-37	91	96	97	100	-2
O=C(CSc1nnc(COc2ccc(F)cc2)o1)N1c2ccccc2CCc2ccccc21	101	6	99	33	-10	-2	101	101	101	102	-5

(list continues)
molecule	Rac1 wt GTP bind	Avidin fluor	Rac1 mut GTP	GSH bead fluor	Mcl1-Noxa inh	Mcl1 Bid PPI	Cdc42 wt GTP	HRas wt GTP	Rab2 wt GTP	Rab7 wt modul	Pf gamet viab
O=C(NC1CCCCC1)C(c1ccccn1)N(C(=O)c1csnn1)C1CC1 (stereo not given)	98	8	95	16	12	-1	96	94	91	94	-26
CCC(=O)N1N=C(c2ccccc2)CC1c1ccc([N+](=O)[O-])cc1 (stereo not given)	105	6	103	11	3	-41	108	105	105	107	0
Cc1ccc(C)c(NC(=O)CCC(=O)NNC(=O)C(c2ccccc2)c2ccccc2)c1	97	37	97	7	2	-21	97	97	95	93	/
c1ccc(-c2cc3c(NCC4COc5ccccc5O4)ncnc3s2)cc1 (stereo not given)	100	14	97	9	-9	-22	95	101	96	97	-13
O=C(Nc1ccc(-n2ccnc2P(=O)(O)c2ccccc2)cc1)c1ccccc1Br	100	81*	98	34	20	-30	99	100	98	98	-9
CCCC1(C(=O)OC)NC(c2ccco2)C2C(=O)N(C)C(=O)C21 (stereo not given)	97	10	95	14	-7	-13	99	95	96	98	24
Cc1cnc(NC(=O)CCCSc2nc3ccccc3s2)s1	98	17	99	9	15	-17	99	98	101	98	-19
CCNc1ccc(S(=O)(=O)N(C)C)cc1NCC(=O)Nc1ccccc1Cl	101	11	96	24	20	-40	96	98	97	96	-34
O=C1CCCN1CCCNc1ncnc2c1[nH]c1ccccc12	97	8	97	33	/	/	98	98	98	95	/

Screens from PubChem BioAssay.

No enrichment for hits. About 3% of those tested had a hit in this group.
